# Bioassay records deposited in PubChem by several laboratories.
# Rv3671c inh = Rv3671c (M. tuberculosis) protease inhibition; P9WHR9; inhibition, % at 5.96 µM; actives 0.048% (n = 320,000); AID 2606; in the data active = inhibition above about 38%;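 note: extracellular domain of Rv3671c used as enzyme; 0% = enzyme with DMSO and 100% = no enzyme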
# Target sequence (P9WHR9 whole entry, looked up, the tested form may be a part): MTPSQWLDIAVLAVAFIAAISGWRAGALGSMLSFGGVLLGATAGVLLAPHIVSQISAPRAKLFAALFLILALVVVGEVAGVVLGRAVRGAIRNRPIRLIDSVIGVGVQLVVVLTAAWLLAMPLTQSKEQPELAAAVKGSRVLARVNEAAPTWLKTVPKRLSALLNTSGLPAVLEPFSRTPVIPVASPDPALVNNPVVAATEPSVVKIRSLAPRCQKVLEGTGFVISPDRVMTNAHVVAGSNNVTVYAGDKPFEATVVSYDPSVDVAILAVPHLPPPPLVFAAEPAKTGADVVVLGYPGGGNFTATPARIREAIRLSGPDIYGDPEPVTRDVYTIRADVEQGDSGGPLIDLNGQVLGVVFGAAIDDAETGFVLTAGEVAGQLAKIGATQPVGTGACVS
# CCHFV vOTU inh = blocks the CCHF virus ovarian tumor domain protease | inhibition, % at 11.5 µM | CCHFV vOTU protease, Pep-AMC fluorescence | AID 651958 | actives 0.55% (n = 370,000); note: 0% = vehicle wells with enzyme and 100% = no enzyme wells
# Mtb BioA inh = blocks M. tuberculosis BioA enzyme activity. purified M. tuberculosis BioA enzyme, plate reader. inhibition, % at 9.99 µM. actives 0.096% (n = 360,000); in the data active = inhibition above about 40%; inconclusive = no clear call, values can overlap the other calls
# BoNT F protease = blocks Botulinum neurotoxin F light chain protease | actives 0.22% (n = 360,000) | Multiplex microsphere protease cleavage assay, flow cytometry | inhibition, % at 10 µM; in the data active = inhibition above about 35%, passing the limit was not always enough; inconclusive = no clear call, values can overlap the other calls; note: plate controls were buffer without enzyme for full effect and enzyme alone for no effect
# Mtb FBA inh = inhibitors of M. tuberculosis fructose-bisphosphate aldolase | P9WQA3 | purified M. tuberculosis FBA, fluorescence read-out | inhibition, % at 1 µM | actives 2.3% (n = 360,000) | AID 588726; in the data active = inhibition above about 27%;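 note: 0% = vehicle and 100% = reference inhibitor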
# Target sequence (P9WQA3 whole entry, looked up): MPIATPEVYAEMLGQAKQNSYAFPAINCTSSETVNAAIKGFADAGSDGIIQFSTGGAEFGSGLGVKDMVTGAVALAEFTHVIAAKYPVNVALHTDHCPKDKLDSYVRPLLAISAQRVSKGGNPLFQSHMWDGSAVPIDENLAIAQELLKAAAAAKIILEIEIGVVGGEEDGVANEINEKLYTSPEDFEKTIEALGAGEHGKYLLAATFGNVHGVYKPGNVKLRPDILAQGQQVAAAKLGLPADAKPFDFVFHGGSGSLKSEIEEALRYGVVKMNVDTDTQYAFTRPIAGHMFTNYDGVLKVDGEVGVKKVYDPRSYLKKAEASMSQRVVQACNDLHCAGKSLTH
# GDH-TPI inh = counter-screen for M. tuberculosis FBA inhibitors: GDH-TPI coupled enzymes; GDH-TPI coupled enzyme counterscreen, NADH absorbance; actives 1.2% (n = 360,000); inhibition, % at 4.8 µM;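 note: 0% = DMSO wells and 100% = wells lacking the enzyme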
# VHR inh abs = DUSP3 (human) phosphatase inhibition; P51452; recombinant VHR phosphatase, pNPP absorbance; inhibition, % at 13.3 µM; actives 0.52% (n = 290,000); AID 1654; in the data active = inhibition above about 50%; note: some compounds called inactive have numbers as strong as hits
# Target sequence (P51452 whole entry, looked up): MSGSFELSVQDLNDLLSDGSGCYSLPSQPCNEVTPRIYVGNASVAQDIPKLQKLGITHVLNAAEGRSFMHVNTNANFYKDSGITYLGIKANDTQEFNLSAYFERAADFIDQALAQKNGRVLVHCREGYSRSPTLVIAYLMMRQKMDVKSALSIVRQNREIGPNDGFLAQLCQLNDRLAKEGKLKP
# UGM FP inh = blocks M. tuberculosis UGM enzyme. P9WIQ1. purified UGM, fluorescence polarization probe displacement. inhibition, % at 10 µM. actives 0.06% (n = 320,000); in the data active = inhibition above about 10%, passing the limit was not always enough; inconclusive = no clear call, values can overlap the other calls
# MazF activator = MazEF (E. coli) toxin RNase activation; P0AE70; FAM/BHQ RNA-DNA oligo cleavage fluorescence, 5 h; activation, % at 20 µM; actives 0.32% (n = 350,000); AID 504720; in the data active = activation above about 50%
# Target sequence (P0AE70 whole entry, looked up): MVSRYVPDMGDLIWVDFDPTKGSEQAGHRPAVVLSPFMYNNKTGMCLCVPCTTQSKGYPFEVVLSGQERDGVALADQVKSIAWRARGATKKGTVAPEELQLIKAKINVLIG
# FadD28 binding = M. tuberculosis FadD28 bisubstrate binding inhibition. actives 0.22% (n = 360,000). inhibition, % at 12.5 µM. FadD28 bisubstrate probe binding, fluorescence polarization. AID 588549; in the data active = inhibition above about 8.5%, passing the limit was not always enough; inconclusive = no clear call, values can overlap the other calls
# * = called active by the depositor; u = inconclusive; x = not tested or not shown. Cut-off read from the data, not from the text of the source, unless noted: active = inhibition above about 30%; inactive = the rest. No enrichment for hits (roughly 4.9% active in at least one column).
cpd	mol	Rv3671c inh	CCHFV vOTU inh	Mtb BioA inh	BoNT F protease	Mtb FBA inh	GDH-TPI inh	VHR inh abs	UGM FP inh	MazF activator	FadD28 binding
1	O=C1CCC(C(=O)Nc2cccc(Br)c2)N1 (stereo not drawn)	1	-14	-0.1	13	3	-10	11	-1.5	0	-3.6
2	CCC(=O)Nc1ccc(Oc2ccc(NC(=O)CC)c(NC(=O)CC)c2)cc1	-7	18	x	-4	-3	-7	12	0.4	1	-2.9
3	C[C@H]1COC(=O)[C@@H](CC(=O)OC(C)(C)C)C/C=C\C[C@H](CC(=O)NCCO)C(=O)N1	3	-2	-1.7	1	1	-6	x	0.5	-2	-3.6
4	O=C(CSc1nc2c(sc3ccccc32)c(=O)n1CCCN1CCOCC1)NCC1CCCO1 (stereo not drawn)	-4	15	x	-12	-5	-10	8	x	2	-3.3
5	COc1ccc(Nc2nc(N3CCOCC3)nc(N3CCOCC3)n2)cc1Cl	8	-11	0.5	-3	4	-4	-17	-1.9	6	0.9
6	COc1ccc(S(=O)(=O)CC(=O)c2cc3cccc(C)c3oc2=O)cc1	-2	x	-4.2	-2	1	8	12	0.4	3	0.4
7	O=C(COC(=O)c1ccccc1)NCC1CCCO1 (stereo not drawn)	-4	1	0.0	1	-4	-3	18	1.6	2	-3.3
8	O=C(CSc1cc(Cl)ccc1Cl)NCC1CCCO1 (stereo not drawn)	7	3	0.2	0	0	-3	13	-0.2	-2	0.2
9	Cc1nn(C)c(Cl)c1CN1CCC(CO)(CC2CCCCO2)CC1 (stereo not drawn)	-8	3	0.3	0	2	-2	-22	1.0	19	1.1
10	Cc1cc(NC(=S)N(CCCN2CCN(C)CC2)Cc2ccco2)ccc1Cl	4	3	x	1	0	1	6	-0.7	10	-2.7
11	NC(COCc1ccccc1)c1csc(Nc2cc(NCCCO)ncn2)n1 (stereo not drawn)	x	2	0.0	-7	4	14	x	x	x	-2.5
12	CCc1ccccc1-n1ncc(C(=O)Nc2ccc(OC)cc2)c1C	x	1	5.5	-15	1	11	x	x	-1	-0.1
13	CC(OC(=O)c1nsc(Cl)c1Cl)C(=O)NCc1cccs1 (stereo not drawn)	4	0	-2.6	7	3	-4	3	1.7	8	-3.4
14	CCOc1ccc(C(=O)Nc2ncccc2Cl)cc1	-4	-5	x	3	3	2	15	-2.4	-1	-0.8
15	COc1ccc(OC)c(-n2c(C)cc(/C=C3\C(=N)N4N=C(CC(=O)N5CCOCC5)SC4=NC3=O)c2C)c1	-3	25	0.7	-2	1	31*	-4	1.4	-13	-1.6
16	COC(=O)C1=C(COc2ccc(F)cc2)NC(=O)NC1c1ccc(C)cc1C (stereo not drawn)	-9	1	-3.1	-13	-1	1	36	2.7	4	0.0
17	CCOC(=O)C1(Cc2ccccc2)CCN(Cc2ccc(COC)o2)CC1	4	-12	1.9	-5	-2	-3	22	1.2	2	x
18	COc1cc(OC)c(CN2CCCN(C)CC2)cc1Br	5	0	-1.6	u	2	8	10	1.4	5	-1.3
19	CC(=O)c1ccc(N2CCN(c3ccc(S(=O)(=O)N4CCN(C)CC4)cn3)CC2)cc1	3	10	0.5	-4	0	22	26	-3.5	11	0.3
20	O=C1CNC(=S)N1Cc1ccc(F)cc1	5	x	-1.0	-2	-3	-5	11	1.2	6	-2.5
21	N#CC(Cc1ccccc1)(Cc1ccccc1)C(=O)NN	-1	-7	-2.1	u	-2	6	-20	-0.6	4	-0.5
22	O=C(Nc1ccccc1-c1ccccc1)NC1CC2CCCC(C1)N2CCc1ccccc1 (stereo not drawn)	6	-17	x	-4	1	-2	11	-2.9	6	-4.8
23	O=C(C1CCCN(Cc2cccc(Cl)c2)C1)N1CCCCC1 (stereo not drawn)	x	22	-1.8	-3	-3	5	-6	-2.3	0	-1.4
24	COc1ccc(OC)c(CNc2c(C=O)c(=O)[nH]c3ccccc23)c1	6	2	-0.8	u	0	5	21	2.5	3	-0.5
25	Cc1ccc(-c2csc(CC(N)=O)n2)cc1	1	-1	-1.2	2	-3	-13	14	2.2	-6	-3.9
26	O=C(Nc1nc2ccccc2s1)c1ccc2sc([C@H]3C[C@H](O)[C@@H](CO)O3)nc2c1	x	2	-0.9	-2	6	23	x	x	x	-7.1
27	NS(=O)(=O)OCCCc1ccccc1	0	1	-0.6	-1	2	9	5	1.7	4	2.6
28	CCOc1ccc(Cl)cc1S(=O)(=O)N1CCC(C(=O)NCc2ccccn2)CC1	5	8	3.5	-5	1	-4	35	-1.1	0	-5.4
29	Cc1cc(NC(=O)CSc2nnc(COc3ccccc3)n2Cc2ccco2)no1	1	3	-1.2	-8	0	6	25	3.1	-4	-3.2
30	O=Cc1c(NCCc2cccc(F)c2)c2ccccc2[nH]c1=O	-5	19	5.4	x	3	13	14	-2.1	-1	-2.7
31	Cc1nc(N2CCNCC2)c2c3c(sc2n1)CCCC3	-3	x	0.2	x	-2	20	22	1.4	11	-2.0
32	Cn1ncc([N+](=O)[O-])c1C(=O)NC1CCCCCC1	x	-5	-1.5	4	1	-6	17	x	9	-5.4
33	O=C1CCC2(CC1)NC(=O)N(c1ccccc1)N2	-6	-6	x	-10	9	4	20	-0.9	-11	-1.0
34	CN(C)C(=O)c1ccc(SC(=S)NCc2ccccc2)cc1	x	-4	x	-10	-1	x	x	x	x	-2.3
35	CCN(CC(=O)Nc1c(F)cccc1F)C(=O)c1cc2c(cc1Cl)N1CCCCCC1=NS2(=O)=O	-1	-2	x	u	0	1	x	-1.7	-6	-2.1
36	Cc1ccc(C)c(Cn2nnc3c(=O)[nH]c(C4CCCN(C(=O)C5CCCCC5)C4)nc32)c1 (stereo not drawn)	-4	4	x	2	5	7	8	-1.0	4	-0.6
37	CC(=O)Nc1ccc(OC(=O)c2cccs2)cc1	0	21	7.0	-5	2	0	-14	1.4	-4	-1.1
38	CCCN(CC(=O)Nc1ccccc1C)C(=O)c1ccc(=O)n(Cc2ccccc2)n1	4	-7	-6.4	12	5	11	x	1.6	-4	0.4
39	c1coc(CNc2c3c(nc4ccccc24)CCC3)c1	0	-2	2.3	-6	3	6	22	0.7	18	-0.4
40	C=CCOc1ccc(/C=C/C(=O)OCC(=O)NCC2CCCCC2)cc1	-3	9	-0.6	-6	-1	12	x	1.4	-25	-2.0
41	CCC1(CC)Cc2ccccc2-c2nc(NCCO)[nH]c(=O)c21	-7	-170	8.3	7	168*	20	4	2.4	-1	-4.2
42	COC(=O)C1=C(C)NC(=O)CC1c1ccc(F)c(Br)c1 (stereo not drawn)	-3	x	-0.1	1	3	-7	4	-0.4	7	-2.0
43	N#Cc1c(N2CCCC(O)C2)nc(N)c2c(N)nc3c(c12)CC(=O)N3C12CC3CC(CC(C3)C1)C2 (stereo not drawn)	-93	0	-3.7	-73	1	26	63	3.7	-18	25*
44	C=CCNc1nc(C(=O)OCC(=O)c2ccc(C)c([N+](=O)[O-])c2)cs1	6	11	-0.8	-18	-2	0	10	1.1	0	-2.9
45	COC(=O)CC1C(=O)NCCN1C(=O)c1ccc(Cl)cc1 (stereo not drawn)	-12	12	6.1	-10	0	5	22	-2.2	-3	-1.5

# Ordered by heavy-atom count (lowest first): some entries from above
cpd	mol	Rv3671c inh	CCHFV vOTU inh	Mtb BioA inh	BoNT F protease	Mtb FBA inh	GDH-TPI inh	VHR inh abs	UGM FP inh	MazF activator	FadD28 binding
14	CCOc1ccc(C(=O)Nc2ncccc2Cl)cc1	-4	-5	x	3	3	2	15	-2.4	-1	-0.8
31	Cc1nc(N2CCNCC2)c2c3c(sc2n1)CCCC3	-3	x	0.2	x	-2	20	22	1.4	11	-2.0
12	CCc1ccccc1-n1ncc(C(=O)Nc2ccc(OC)cc2)c1C	x	1	5.5	-15	1	11	x	x	-1	-0.1
4	O=C(CSc1nc2c(sc3ccccc32)c(=O)n1CCCN1CCOCC1)NCC1CCCO1 (stereo not drawn)	-4	15	x	-12	-5	-10	8	x	2	-3.3

# Additional entries:
cpd	mol	Rv3671c inh	CCHFV vOTU inh	Mtb BioA inh	BoNT F protease	Mtb FBA inh	GDH-TPI inh	VHR inh abs	UGM FP inh	MazF activator	FadD28 binding
46	CC(C)(C)C(=O)Nc1cccc(-c2cc(-c3c(Cl)cccc3Cl)no2)c1	-26	-17	0.0	x	0	-13	-9	1.4	1	-2.6
47	CCN(CC)CCCN1C(=O)C(=O)/C(=C(/O)c2c(C)nc3ccccn23)C1c1ccc(C)o1 (stereo not drawn)	x	15	x	-2	4	-1	x	x	-1	-0.9
48	Fc1ccc2nc(N3CCOCC3)sc2c1	-1	7	-1.5	-13	0	7	20	-0.6	-1	-1.9
49	COc1ccccc1OCC(=O)NCC1CCCN(C(=O)c2ccccc2SC)C1 (stereo not drawn)	3	3	-0.4	-2	-2	0	-26	-1.9	4	-2.7
50	COc1ccc(C(=O)N/N=C(/C)c2ccc(N3CCCCC3)cc2)cc1	-1	1	x	-5	2	17	-5	2.7	-8	1.8
51	O=C(CN1CCCC1)Nc1ccc(NC(=O)Nc2ccccc2Cl)cc1	-6	-8	-2.2	-3	1	0	6	0.5	7	0.1
52	COc1ccc2[nH]c3c(=O)n(CCc4ccccc4)cnc3c2c1	7	-21	x	-3	95*	14	5	0.2	7	-2.7
53	COc1ccc(N2CCCC2)c(NC(=O)c2ccc(Br)o2)c1	0	5	-0.1	4	3	8	7	1.0	63*	0.8
54	CCCCCCCCCCCCOC(=O)C[N+](C)(C)C	-6	4	x	x	x	x	14	4.8	9	x
55	O=C(Nc1ccc(Cl)cc1)NC1CCCc2ccccc21 (stereo not drawn)	4	-1	-0.3	-12	3	1	20	-0.2	9	-0.9
56	Clc1cccc(Cl)c1-c1noc(-c2ccno2)n1	5	-13	-0.3	x	-2	16	32	1.3	4	-1.9
57	Cc1ccccc1NC(=O)CSc1nnc(Cc2ccccc2)c(=O)n1N	1	-10	-1.6	3	1	6	x	-0.3	9	-1.2
58	Cc1ccc(S(=O)(=O)N2CCCCC2)cc1NC(=O)Cn1c(=O)cnc2ccccc21	0	-8	x	-5	1	20	34	1.2	1	-2.6
59	c1cnc(N2CCN(c3cnccn3)CC2)nc1	3	-10	x	2	2	4	22	1.9	19	1.3
60	COc1cccc(C(=O)Nc2ccccc2-c2ccccc2)c1	-1	-4	-0.3	0	1	0	x	-3.3	0	1.4
61	O=C(NNC1=Nc2ccccc2SC1)c1ccccc1F	8	-7	x	6	-1	10	1	-2.5	-5	-3.7
62	CC(C)N1CCC(N2CCN(C3CCCC3)CC2CCO)CC1 (stereo not drawn)	17	-1	x	6	0	2	40	1.4	3	-1.2
63	COc1cc2c3cc1Oc1cc(ccc1O)C[C@@H]1c4c(cc(OC)c(O)c4Oc4ccc(cc4)C[C@H]3N(C)CC2)CCN1C	6	8	0.7	-11	0	-1	9	1.6	19	-1.8
64	O=S(=O)(c1ccc(Cl)cc1)N1CCN(Cc2c[nH]c3ccccc23)CC1	2	-6	x	-7	4	13	22	-1.2	4	0.8
65	CN(C)c1cccc(C(=O)n2cc(C(=O)c3cc(F)ccc3O)cn2)c1	4	-6	0.5	-5	8	8	35	0.1	-5	-4.1
66	CCOC(=O)c1sc(C)c2c(=O)n(CCc3ccccc3)nnc12	-5	-12	-2.6	-6	-7	-2	14	1.1	8	-3.3
67	CN(C)CC/C=C1\c2ccc(F)cc2Sc2cc(F)c(Cl)cc21	-6	-1	-2.3	u	-1	-1	x	-0.7	5	-4.7
68	Cc1ccc(-n2nc3c(c2NC(=O)c2ccco2)CS(=O)(=O)C3)cc1	5	1	0.6	5	3	5	-36	-0.2	-2	-0.2
69	Cc1cc(=O)n(Cc2ccco2)c(=S)[nH]1	x	11	0.4	-7	-2	4	x	x	4	-2.0
70	C=CCOc1ccc(C2/C(=C(\O)c3ccc4c(c3)CC(C)O4)C(=O)C(=O)N2CCN2CCOCC2)cc1OCC (stereo not drawn)	-8	9	-1.2	-2	4	21	-22	2.2	5	-0.7
